# Bioassay records from PubChem.
# CRFBP-R2 agonist: agonists of CRF-BP/CRF-R2 complex, primary screen, cell-based, HEK293, calcium dye fluorescence, uHTS. CRF-binding protein / CRF receptor 2 complex (human). calcium dye fluorescence (FLIPR); percent of saturating CRF peptide response. activation, % at 13.2 µM. 0.46% of 350,000 active;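 active means activation of at least 50%, plus an integration ratio under a set limit after plate pattern correction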;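 further: plate controls were neutral control wells without compound for no effect and CRF at EC100 for full effect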
# M5 ag: human M5 muscarinic receptor agonists, primary screen, CHO-K1 cells, Fluo-8 calcium fluorescence; CHO-K1 hM5 cells; 0% DMSO wells, 100% maximal acetylcholine response; AID 624037, 2012; activation, % at 3 µM; 0.19% of 360,000 active; Muscarinic acetylcholine receptor M5 (Homo sapiens), P08912;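 active means activation above the run's mean over test compounds plus 3 SD, cut at about 23% in these data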;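 further: signal is peak over basal fluorescence ratio across the kinetic read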
# M4 PAM: human M4 muscarinic receptor positive allosteric modulators, primary screen, CHO-K1 cells, Fluo-8 calcium fluorescence; Muscarinic acetylcholine receptor M4 (Homo sapiens), P08173; CHO-K1 hM4/Gqi5, ACh EC20; 0% = ACh EC20, 100% = maximal ACh; activation, % at 3 µM; 0.4% of 360,000 active;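 active means activation above its plate's cutoff, the mean activation of sample wells plus 3 SD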; further: some results filed as inactive read as strong as hits
# Target sequence (P08173 whole entry, looked up): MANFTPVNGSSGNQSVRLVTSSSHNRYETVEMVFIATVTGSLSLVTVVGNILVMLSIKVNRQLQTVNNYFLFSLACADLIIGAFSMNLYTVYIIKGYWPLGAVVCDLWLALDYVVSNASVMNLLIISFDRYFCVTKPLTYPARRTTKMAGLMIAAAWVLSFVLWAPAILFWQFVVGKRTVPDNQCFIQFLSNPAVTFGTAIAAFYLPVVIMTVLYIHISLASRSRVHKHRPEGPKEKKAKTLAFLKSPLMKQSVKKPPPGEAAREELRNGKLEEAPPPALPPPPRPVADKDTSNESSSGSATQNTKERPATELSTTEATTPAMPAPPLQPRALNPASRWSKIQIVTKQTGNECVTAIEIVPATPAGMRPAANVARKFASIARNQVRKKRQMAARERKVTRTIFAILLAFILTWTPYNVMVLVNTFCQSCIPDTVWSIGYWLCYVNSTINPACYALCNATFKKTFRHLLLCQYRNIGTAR
# CHRM5 antagonist: human M5 muscarinic receptor antagonists, primary screen, CHO cells, Fluo-8 calcium fluorescence | CHO-hM5 cells, ACh EC80 | inhibition, % at 3 µM | 0.59% of 360,000 active | AID 624040, 2012;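 active means inhibition above a per-plate cutoff, the mean of that plate's test compounds plus 3 SD, cut at about 27% in these data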;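 further: 0% = acetylcholine EC80 with DMSO and 100% = DMSO without agonist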
# M1 PAM: human M1 muscarinic receptor positive allosteric modulators, primary screen, CHO-K1 cells, Fluo-8 calcium fluorescence, 1536-well. Muscarinic acetylcholine receptor M1 (Homo sapiens), P11229. AID 588819, 2011. 0.088% of 360,000 active. CHO-K1 hM1, ACh EC20; 0% = ACh EC20, 100% = maximal ACh. activation, % at 3 µM; in the data active means activation above about 19%, passing the limit was not always enough
# Target sequence (P11229 whole entry, looked up): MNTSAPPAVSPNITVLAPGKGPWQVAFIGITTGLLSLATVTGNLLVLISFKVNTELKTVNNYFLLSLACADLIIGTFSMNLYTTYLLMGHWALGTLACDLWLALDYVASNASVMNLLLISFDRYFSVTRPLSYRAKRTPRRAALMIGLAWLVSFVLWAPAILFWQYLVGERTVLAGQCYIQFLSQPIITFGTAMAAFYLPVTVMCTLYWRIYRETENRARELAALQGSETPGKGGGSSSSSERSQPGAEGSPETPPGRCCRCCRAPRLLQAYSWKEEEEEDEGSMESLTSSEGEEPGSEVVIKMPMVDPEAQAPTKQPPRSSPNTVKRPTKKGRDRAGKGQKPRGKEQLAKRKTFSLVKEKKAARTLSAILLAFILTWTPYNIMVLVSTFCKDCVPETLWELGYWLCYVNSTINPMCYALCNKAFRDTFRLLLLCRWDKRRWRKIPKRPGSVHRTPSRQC
# M4 antag: human M4 muscarinic receptor antagonists, primary screen, CHO cells, Fluo-8 calcium fluorescence. Muscarinic acetylcholine receptor M4 (Homo sapiens), P08173. CHO-hM4 cells, ACh EC80. inhibition, % at 3 µM. 0.73% of 360,000 active. AID 624125, 2012;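 active means inhibition above its plate's cutoff, the mean inhibition of sample wells plus 3 SD, cut at about 27% in these data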;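 further: 0% = acetylcholine EC80 with DMSO and 100% = DMSO without agonist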
# M4 ag: human M4 muscarinic receptor agonists, primary screen, CHO-K1 cells, Fluo-8 calcium fluorescence; CHO-K1 hM4/Gqi5; vehicle 0%, full acetylcholine response 100%; Muscarinic acetylcholine receptor M4 (Homo sapiens), P08173; activation, % at 3 µM; 0.14% of 360,000 active;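 active means activation above the run mean over all test wells plus 3 SD, cut at about 32% in these data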;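 further: peak over basal fluorescence ratio per well then scaled between controls; 0% = DMSO wells and 100% = acetylcholine at EC100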
# CRFR2-BP antag: antagonists of CRF-BP/CRF-R2 complex, primary screen, cell-based, HEK293, calcium dye fluorescence, uHTS. CRF-induced calcium fluorescence. inhibition, % at 11.8 µM. 0.59% of 350,000 active. AID 588475, 2011;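 active means inhibition of the ligand-induced calcium signal above about 50% at the single tested concentration, limit read from the data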
# CHRM5 PAM: human M5 muscarinic receptor positive allosteric modulators, primary screen, CHO-K1 cells, Fluo-8 calcium fluorescence | Muscarinic acetylcholine receptor M5 (Homo sapiens), P08912 | CHO-K1 hM5, ACh EC20 PAM; 0% = ACh EC20, 100% = ACh EC100 | activation, % at 3 µM | 0.3% of 360,000 active;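 active means activation above the run cutoff, the mean activation of all test compounds plus 3 SD, cut at about 18% in these data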
#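 system = human M5 receptor in CHO-K1 cells | compound = one concentration, 3 µM final (nominal) | schedule = Post-acetylcholine fluorescence recording 140 s | signal = Fluo-8 calcium dye fluorescence, kinetic read | benchmarks = low control EC20 acetylcholine (0%), high control EC100 acetylcholine (100%) | repeats = singlicate, one well per test compound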
# The depositor's hits bear a star; . = no result given. An unsorted share of the library; overall some 2.6% were active at least once.
molecule	CRFBP-R2 agonist	M5 ag	M4 PAM	CHRM5 antagonist	M1 PAM	M4 antag	M4 ag	CRFR2-BP antag	CHRM5 PAM
CCOc1ccccc1NC(=O)C1CCCN1C(=O)OCc1ccccc1 (stereo not given)	-0.7	-6	13	3	-8	-14	0	6	3
Cc1ccc(NC(=O)CCN2C(=O)c3cccc4cccc(c34)C2=O)cc1	1.3	-2	-7	-6	7	3	1	-8	-1
O=C(COc1ccc(S(=O)(=O)Nc2cccc(C(F)(F)F)c2)cc1)N1CCOCC1	7.4	8	4	1	8	0	9	-7	-2
Cc1nc2ccccc2c(=O)n1-c1ccc(F)c(NS(=O)(=O)c2ccccc2F)c1	0.6	0	-1	-1	2	5	0	-6	-2
CC(C)(C)C(=O)Cn1c(=N)n(Cc2ccccc2Cl)c2ccccc21	0.3	-10	-10	-8	4	-2	-1	-19	2
O=[N+]([O-])c1ccc(N2CCN(c3ccccc3)CC2)cc1	-0.3	-3	-1	6	6	1	0	4	-1
COc1ccccc1CNC(=O)CCC1N=C2c3ccccc3N=C(SCC(=O)NCC3CCCO3)N2C1=O (stereo not given)	0.5	-4	-2	21	-5	12	0	-10	-4
COc1ccc(NC(=O)c2cc(C3CCCCN3C(=O)c3ccccc3)on2)c(C)c1 (stereo not given)	.	-1	1	6	1	-4	2	.	-2
COCCCN1C(=O)C(=O)/C(=C(/O)c2ccc(S(=O)(=O)N3CCCCC3)cc2)C1c1ccc(O)cc1 (stereo not given)	2.0	-2	7	-5	5	-19	0	-2	5
Cc1cccc(OC(C)C(=O)Nc2ccc3c(c2)OCCO3)c1 (stereo not given)	-0.5	1	0	13	6	-4	1	12	-5
COCCNC(=O)/C(C#N)=C/c1ccc(C(=O)O)cc1	1.6	1	-5	-3	12	0	1	8	7
CCOC(=O)c1ccc(NC(=O)CSc2nnc(C3CCCCC3)n2C)cc1	-0.6	-2	5	-4	7	8	2	-13	0
CCN(CC(=O)N1CCCCC1)S(=O)(=O)c1ccccc1	0.9	-2	9	9	18	-1	1	13	-3
O=C(Nc1c2c(nn1-c1ccc(F)cc1)CS(=O)C2)c1ccco1 (stereo not given)	-0.2	-1	-4	0	2	-3	0	8	-2
COc1ccc(CCNC(=O)CS(=O)(=O)c2cn(CC(=O)N(C(C)C)C(C)C)c3ccccc23)cc1OC	-1.3	-3	-2	4	11	2	1	7	1
COc1ccc(CCNS(=O)(=O)c2c(N)n(C)c(=O)n(C)c2=O)cc1OC	-0.3	2	7	-16	12	6	0	-1	15
Cc1ccc(-c2cc(C(=O)N/N=C/C=C/c3ccccc3)n[nH]2)o1	0.2	1	-7	9	6	4	4	-17	-7
CCC(C)[C@H](NC(=O)[C@H](Cc1ccccc1)n1c(=O)[nH]c2ccccc2c1=O)C(=O)NCC1CCC(C(=O)O)CC1 (stereo not given in full)	-0.5	1	5	2	10	-1	1	2	3
Clc1ccc(C2=NOC(c3nnc(-c4ccccc4)o3)C2)cc1 (stereo not given)	0.7	5	6	5	5	6	1	12	1
CCCCn1c(N)c(N(CCOC)C(=O)COC(=O)c2cc(CC)c(C)s2)c(=O)[nH]c1=O	-0.9	-2	7	-3	14	-9	0	3	3
CC(C)NS(=O)(=O)c1ccc(OCC(=O)Nc2ccc3c(c2)OCO3)c(Cl)c1	-1.2	2	-3	-5	6	-5	8	6	-10
NS(=O)(=O)c1ccc(Nc2nc(-c3cccnc3)cs2)cc1	-1.2	-3	3	8	15	-1	0	33	-1
CNC(=S)NNC(=O)c1cccs1	4.1	1	-11	15	4	10	13	3	-17
O=C(Nc1cccnc1)c1cccnc1Cl	-1.6	2	1	2	5	-3	1	5	-1
CCCNC(=O)c1cc(-c2ccccc2)c(N2CCCCC2)s1	-1.2	-1	1	-5	6	-14	1	10	2
Cn1c(=O)c2[nH]c(N=NN3CCCCC3)nc2n(C)c1=O	-1.6	6	4	1	7	-1	0	-2	0
OC(CNCc1ccco1)COc1ccccc1 (stereo not given)	0.8	-3	5	5	-3	-6	2	-5	-9
Cc1cc(NS(=O)(=O)c2ccc(NC(=O)C(C)Oc3cccc(C)c3C)cc2)nc(C)n1 (stereo not given)	-1.1	-4	-3	0	2	7	2	7	10
Cc1ccc(-n2nc(C(=O)O)cc2-c2ccccc2)cc1	-1.7	-1	-2	-7	8	5	1	30	7
O=C(Nc1nonc1-c1ccc(Cl)cc1)c1ccccc1	0.1	-9	-7	13	-3	-10	1	12	-16
CC(NC(=O)CCNC(=O)c1ccc(C(C)(C)C)cc1)c1ccccc1 (stereo not given)	-0.3	-2	10	22	10	-6	4	0	-5
CC(CNC(=O)c1cc(Cl)ccc1[N+](=O)[O-])NC(=O)c1cc(Cl)ccc1[N+](=O)[O-] (stereo not given)	-2.4	-5	3	-9	-1	-7	2	11	-10
O=C(COC(=O)/C=C/c1cccc(F)c1)Nc1cccc(S(=O)(=O)NC2=NCCCCC2)c1	-0.5	4	1	19	1	0	8	11	-18
COCCCNCCOc1cc(C(C)C)ccc1C	0.0	-6	5	0	5	-1	1	-14	5
CC(Sc1ccccc1)C(=O)N/N=C/c1cccnc1 (stereo not given)	-1.6	-1	4	1	5	-10	4	-17	4
CCOC(=O)CNC(=O)N1CCCC(C(=O)c2ccc3c(c2)OCO3)C1 (stereo not given)	-1.9	-1	-5	0	-3	-3	1	13	1
CSCCC(NS(=O)(=O)c1ccc(C)cc1)C(=O)Nc1ccc(C)cn1 (stereo not given)	0.0	4	20	6	19	-5	1	0	3
O=C1CCCN1CCC(=O)N1CCCC(N2CCN(c3ccccc3F)CC2)C1 (stereo not given)	2.4	-5	2	0	2	-7	0	-14	0
CC1(C)c2[nH]c3ccccc3c2C[C@H]2C(=O)N(Cc3ccccc3F)C(=O)N21	-0.5	1	9	13	14	2	6	-20	-1
COc1cc(C(=O)Nc2cccc(-c3nc4cc(C)cc(C)c4o3)c2)cc(OC)c1OC	-0.5	2	1	-3	-1	11	5	4	1
CN(C)CCCNC(=S)Nc1ccc(Oc2ccccc2)cc1	1.5	-11	-7	-8	-10	-2	2	-6	-11
N#C/C(=C/c1ccc(N2CCCCC2)o1)C(=O)Nc1ccc2ccccc2c1	207*	457*	-23	91*	-32	84*	181*	-204	-21
COc1ccc(Cc2nnc(NC(=O)c3ccccc3)s2)cc1OC	-0.4	2	1	7	20	-1	1	-9	5
CCOC(=O)c1csc(NC(=O)CSc2nnnn2-c2ccc(OC)cc2)n1	21	5	0	-4	2	3	3	-44	-2
NS(=O)(=O)c1cc(C(=O)N2CCc3ccccc32)c(Cl)cc1Cl	0.8	0	0	-6	2	-7	2	3	0
CC(=O)Nc1ccc(OCC(O)Cn2ccnc2C)cc1 (stereo not given)	1.3	-2	8	-5	5	-16	2	-13	1
C1=C(CCNc2ncnc3c2cnn3-c2ccccc2)CCCC1	0.1	-5	19	-10	2	-6	0	-47	-4
CN(C)c1nc(N)nc(-c2cccnc2)n1	-0.7	-3	18	-6	6	-2	2	-5	4
O=C1N/C(=N\N=C\c2cccs2)SC1Cc1cccc(Cl)c1 (stereo not given)	-4.0	-3	8	6	5	0	0	22	-1
Nc1cc(OC(=O)c2c(F)cccc2Cl)nn1S(=O)(=O)c1ccccc1	0.3	-5	3	2	9	4	2	-19	5

# Further results
molecule	CRFBP-R2 agonist	M5 ag	M4 PAM	CHRM5 antagonist	M1 PAM	M4 antag	M4 ag	CRFR2-BP antag	CHRM5 PAM
COCCNC(=O)c1ccccc1-c1ccccc1C(=O)O	-0.1	-2	-3	-1	-7	8	0	-7	1
COc1ccc(NC(=O)N2Cc3ccccc3CC2C(=O)NC(C)(C)C)cc1 (stereo not given)	-1.1	-3	6	5	-5	-8	1	-5	-10
O=C(NNC(=O)c1ccc2ccccc2c1O)Nc1ccc(F)cc1	-0.8	-3	0	-15	2	-1	4	1	7
COc1cccc(OC(=O)CSc2nnc(-c3ccccc3Br)o2)c1	1.6	-3	1	-1	9	4	0	-4	0
Cc1cc(C)c(OCC(=O)OCC(=O)NC2CCC(C)CC2)c(C)c1 (stereo not given)	-0.8	0	0	10	7	2	0	8	-5
COc1ccc(NC(C)=O)cc1NC(=O)c1c(C)noc1C	-1.3	5	5	14	5	-7	1	3	0
COc1cc(CN2CCCN(C)CC2)c([N+](=O)[O-])cc1OC	-0.6	5	-2	2	5	0	1	11	0
O=[N+]([O-])c1nn(-c2ccc3c(c2)OCCO3)n(O)c1=NCc1ccc(F)cc1	-2.8	1	4	-2	2	-5	1	-6	-3
Cc1cccc(NC(=O)CN(C)S(=O)(=O)c2cccc3cccnc23)c1C	0.2	6	-3	-5	9	-10	4	1	11
CCOC(=O)N1CCN(C(=O)Cn2ncc3ccccc32)CC1	-0.2	1	5	3	7	-7	0	7	-1
COc1ccc(NC(=O)CSc2nc(N)cc(N)n2)cc1S(=O)(=O)N1CCCCC1	0.9	0	-1	10	6	-4	1	-1	-6
CCC(=O)OCC(=O)Nc1cc([N+](=O)[O-])ccc1Cl	-1.5	0	2	5	-1	-5	1	5	5
CN(CC(=O)N1CCc2ccccc21)S(=O)(=O)c1ccc(Cl)cc1	-2.6	-3	-4	-3	1	2	-2	2	-1
Cc1ccccc1N(C(=O)Cn1nnc(-c2ccc(F)cc2)n1)C(C(=O)NC(C)(C)C)c1ccncc1 (stereo not given)	1.5	-1	3	3	5	-2	3	-41	8
C/C(CC(=O)Nc1cc(Cl)ccc1Cl)=N\NC(=O)c1ccco1	-1.4	-3	2	-8	3	3	1	3	2
Cc1cc(C(=O)Nc2sc(C)c(-c3ccc(F)cc3)c2C(N)=O)no1	8.4	1	-4	-1	5	1	1	0	-4
CCc1ccc(NCc2cc3c(C)nn(-c4ccccc4)c3[nH]c2=O)cc1	-0.5	-1	-1	5	8	0	0	-33	4
O=C(C[C@H]1CC[C@H]2[C@@H](COC[C@H](O)CN2Cc2ccccc2)O1)NCCCN1CCOCC1	.	2	1	-6	.	-6	1	.	4

# Ordered by length of the SMILES (ascending): some entries from above.
molecule	CRFBP-R2 agonist	M5 ag	M4 PAM	CHRM5 antagonist	M1 PAM	M4 antag	M4 ag	CRFR2-BP antag	CHRM5 PAM
COc1ccc(NC(C)=O)cc1NC(=O)c1c(C)noc1C	-1.3	5	5	14	5	-7	1	3	0
CCC(=O)OCC(=O)Nc1cc([N+](=O)[O-])ccc1Cl	-1.5	0	2	5	-1	-5	1	5	5
Cc1ccccc1N(C(=O)Cn1nnc(-c2ccc(F)cc2)n1)C(C(=O)NC(C)(C)C)c1ccncc1 (stereo not given)	1.5	-1	3	3	5	-2	3	-41	8
